# HTR5A inv ctr – inverse agonist of human HTR5A in OPRM1-OPRD1 counter-screen. HTR5A cell line, luminescence, inverse agonism. 0.083% of 340,000 active. inhibition, % at 9.3 µM. P47898; in the data active = inhibition mostly above about 23%, no sharp cut-off; inactive = mostly below about 18%;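 also: 0% = cells with DMSO and 100% = no-cell wells with DMSO; some compounds called inactive have numbers as strong as hits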
# Target sequence (P47898 whole entry, looked up): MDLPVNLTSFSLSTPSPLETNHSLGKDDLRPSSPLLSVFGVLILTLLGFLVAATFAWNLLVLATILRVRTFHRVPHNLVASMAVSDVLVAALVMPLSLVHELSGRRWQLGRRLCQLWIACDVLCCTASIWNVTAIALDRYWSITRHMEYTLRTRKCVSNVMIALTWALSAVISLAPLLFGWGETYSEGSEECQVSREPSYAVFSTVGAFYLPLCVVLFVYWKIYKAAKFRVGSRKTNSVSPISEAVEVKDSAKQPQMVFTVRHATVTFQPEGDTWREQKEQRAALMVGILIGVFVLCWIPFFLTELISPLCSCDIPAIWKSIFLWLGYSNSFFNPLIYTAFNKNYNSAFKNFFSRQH
# HTR5A ag ctr – counter-screen for OPRM1-OPRD1 agonists: human HTR5A agonism; P47898; HTR5A agonist assay, luminescence, cell-based; activation, % at 9.3 µM; 0.61% of 340,000 active; AID 504692; in the data active = activation mostly above about 9.5%, no sharp cut-off; inactive = mostly below about 7.6%;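 also: 0% = cells with vehicle only and 100% = reference agonist; strong numbers were not always called active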
# Ecoli viability – bacterial growth inhibition, counter-screen for AddAB inhibitors; E. coli V3065 growth, OD600 absorbance, 18 h; inhibition, % at 11.9 µM; 0.27% of 330,000 active; AID 449728;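 active = inhibition above the campaign's mean inhibition across all tested compounds plus 3 SD, cut at about 9.9% in these data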;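 also: uninfected addAB+ strain grown without phage in ampicillin broth; 0% = DMSO wells and 100% = ciprofloxacin 0.95 µg/ml wells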
# PKA-R2B activ – activates the human PKA-R2B holoenzyme complex | P22694+P31323 | PKA-R2B holoenzyme dissociation, Cy5-IP20 fluorescence polarization; R2B truncated from residue 108, S112A mutant; 0% DMSO only, 100% 113 µM cGMP | activation, % at 11.4 µM | 0.079% of 340,000 active | AID 504700;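 active = activation above a cutoff set at the mean over all compounds plus 3 SD, cut at about 18% in these data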;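 also: higher means more holoenzyme dissociation and a rise in polarization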
# AddAB inh – less growth of phage-infected E. coli with AddAB; inhibition, % at 11.9 µM; E. coli expressing H. pylori AddAB, absorbance growth; 0.29% of 330,000 active; in the data active = inhibition above about 12%;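 also: 0% = vehicle wells of infected cells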
# CDK5 inh – blocks human CDK5/p35 kinase activity | Q00535+Q15078 | Recombinant CDK5/p35, ADP-Glo luminescence, 60 min | inhibition, % at 10 µM | 0.01% of 330,000 active | AID 488839;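 active = highest replicate inhibition of at least 50% and at least 75% of replicates reaching 50%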;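 also: plate controls were DMSO neutral control for no effect and GW8510 at 10 µM for full effect; many of its hits are not listed in these tables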
# PKA-R1A act – activators of PKA-R1A complex. P00514+P68181. PKA-R1A dissociation, Cy5-IP20 fluorescence polarization; scaled: DMSO 0%, 113 µM cGMP 100%. activation, % at 11.4 µM. 0.083% of 340,000 active. AID 504707;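 active = percent activation above the mean of all tested compounds plus 3 SD, cut at about 19% in these data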;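 also: higher means more PKAc released from R1A so a rise in polarization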
# phage Ecoli inh – E. coli growth loss with phage present | inhibition, % at 11.9 µM | 0.26% of 360,000 active | growth absorbance; in the data active = inhibition above about 11%
# Tat transport – inhibitors of E. coli Tat protein transport; E. coli MC4100 TorA-mCherry Tat export, fluorescence; AID 488895; inhibition, % at 10 µM; 0.036% of 340,000 active;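 active = mean replicate inhibition at least 50% and at least half of replicates individually reaching 50%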;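 also: exported cargo escapes ClpAP degradation while cytoplasmic cargo is degraded and loses fluorescence; 0% = median of neutral control wells and 100% = median of NaSCN control wells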
# SUMO Mot1 rescue – inhibitors of SUMOylation pathway: yeast Mot1-301 growth rescue | S. cerevisiae Mot1-301 growth rescue, ATP luminescence, 38.5C; percent above DMSO median, 100 means doubled | growth rescue, % at 18.8 µM | 1% of 320,000 active | AID 2716;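 active = every valid replicate shows activation above 250% relative to neutral control wells; inactive = the rest, any valid replicate at or below 250%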;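 also: OY570 slx delta 5 strain wells were the positive control but not used for scaling; some compounds called inactive have numbers as strong as hits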
# DAGLB inhibitor – diacylglycerol lipase beta (human) inhibition | Q8NCG7 | HEK293T DAGLB membrane lysate, EnzChek fluorogenic substrate | inhibition, % at 5.17 µM | 0.059% of 340,000 active | AID 504411; in the data active = inhibition above about 34%;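 also: 0% = enzyme with vehicle and 100% = wells lacking enzyme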
# Target sequence (Q8NCG7 whole entry, looked up): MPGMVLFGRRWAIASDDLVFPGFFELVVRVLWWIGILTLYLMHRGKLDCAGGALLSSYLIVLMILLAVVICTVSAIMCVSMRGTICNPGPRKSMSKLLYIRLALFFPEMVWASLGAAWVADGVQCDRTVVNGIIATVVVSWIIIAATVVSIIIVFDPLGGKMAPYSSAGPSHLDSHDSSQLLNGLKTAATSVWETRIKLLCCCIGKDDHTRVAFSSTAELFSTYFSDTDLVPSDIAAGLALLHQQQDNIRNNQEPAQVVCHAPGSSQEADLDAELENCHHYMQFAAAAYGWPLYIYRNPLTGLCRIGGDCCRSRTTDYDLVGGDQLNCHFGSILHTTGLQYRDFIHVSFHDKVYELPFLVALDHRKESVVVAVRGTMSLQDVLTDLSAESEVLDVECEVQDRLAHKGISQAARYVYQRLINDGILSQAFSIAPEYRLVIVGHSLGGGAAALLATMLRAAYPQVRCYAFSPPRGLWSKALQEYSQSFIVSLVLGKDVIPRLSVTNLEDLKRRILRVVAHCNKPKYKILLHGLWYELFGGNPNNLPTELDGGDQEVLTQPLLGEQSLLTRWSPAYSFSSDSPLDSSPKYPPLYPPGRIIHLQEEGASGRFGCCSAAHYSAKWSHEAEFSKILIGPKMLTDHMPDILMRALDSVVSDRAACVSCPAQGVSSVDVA
# An asterisk follows results filed as active; x = not tested or not shown; & = joins results of further samples.
SMILES,HTR5A inv ctr,HTR5A ag ctr,Ecoli viability,PKA-R2B activ,AddAB inh,CDK5 inh,PKA-R1A act,phage Ecoli inh,Tat transport,SUMO Mot1 rescue,DAGLB inhibitor
Cc1cccc(N2CCN(C(=O)COCc3cc(-c4ccc5c(c4)OCO5)on3)CC2)c1C,2,0,-2.4,3,-3.4,0.3,-6,1.1,0,78,-2
Cc1ccc(-c2nc3ncccn3c2Nc2ccc3c(c2)OCCO3)cc1,-1,10*,-2.2,7,4.0,0.2,6,2.8,2,12,3
O=C(NC1CCN(Cc2ccc(Cl)c(Cl)c2)CC1)c1ccccc1,3,-1,0.2,0,4.7,2.2,-7,3.9,-2,8,-2
COc1ccc(NC(=O)N(C)C[C@H]2Oc3ccc(NC(=O)CCC(F)(F)F)cc3C(=O)N([C@H](C)CO)C[C@@H]2C)cc1,13,4,-0.1,-4,0.1,-3.5,4,1.4,8,-7,1
Cc1ccc(S(=O)(=O)N2CCOCC2)cc1C(=O)OCC(=O)c1c(N)n(C)c(=O)n(C)c1=O,-22,9,-0.1,9,5.2,-1.9,-9,-0.1,-2,3,-2
Cn1c(SCCCC(=O)c2ccc(Br)cc2)nnc1-c1ccncc1,-9,2,-3.2,-1,-1.7,0.7,-9,1.6,12,2,-1
O=C(COc1ncnc2ccccc12)NCCC1=CCCCC1,0,-2,1.9,-5,1.0,0.0,-17,2.4,0,-13,-1
CCOC(=O)c1ccc(NC(=O)c2cc(C)nn2-c2ccccc2)cc1,4,-1,1.1,-5,-0.7,0.5,-4,1.5,-1,9,-3
CCn1c(=S)[nH]c2sc3c(c2c1=O)CCCC3,-3,0,-4.4,0,-2.5,-0.4,6,-0.6,-5,-6,1
COc1ccc(C2=NO[C@@H]3C(=O)N(c4ccc5c(c4)OCCO5)C(=O)[C@H]23)cc1OC,-22,-4,0.4,-6,-0.7,-1.0,-5,4.7,2,-1,-2
Cc1ccc(S(=O)(=O)N2CCN(C(=O)C3=COCCO3)CC2)cc1C,-1,0,0.2,-9,3.3,0.2,-6,-1.7,-2,39,-1
CCn1cc(S(=O)(=O)N2CCN(c3ccc(Cl)cc3)CC2)cn1,12,4,2.1,14,0.7,2.2,-10,1.1,3,264,5
Cc1cc(=O)[nH]c(SCC(=O)NCC2CCCCC2)c1C#N,-9,-5,0.7,-11,0.2,-0.7,7,1.4,6,15,3
Cc1nc2cc(NC(=O)N3c4ccccc4CC3C)ccc2o1 (stereo unspecified),-1,3,1.1,1,0.4,-0.2,-6,2.1,1,7,2
Cc1ccc(OCc2cc(C(=O)NCC3COCCO3)no2)cc1C (stereo unspecified),8,-3,1.1,12,2.3,1.0,2,1.7,-2,8,0
CC(C)(CO)CNC(=O)CCc1nnc(C2(c3ccc(Cl)cc3)CCC2)o1,-4,2,0.6,10,-0.2,0.0,-10,2.9,-4,-1,-1
COc1cc2c(cc1NC(=O)C(C)NCc1ccccc1)oc1ccccc12 (stereo unspecified),14,2,0.5,-15,4.3,-1.1,-13,1.9,-5,200,-9
O=C(CSc1ccccc1)N1CCN(S(=O)(=O)c2cccs2)CC1,-20,8,0.4,-9,0.1,-1.5,-5,2.6,1,249,-1
Cn1c(Cc2ccccc2)nnc1SCc1cc(=O)n2ccsc2n1,-20,4,0.9,9,4.6,-1.1,-7,1.4,-4,-14,0
COn1c(SC2CCCCC2)nc2ccccc2c1=O,24,3,-1.2,0,-1.2,-2.0,-9,2.9,-3,15,-5

# A draw from above in order of number of heavy atoms, low to high:
SMILES,HTR5A inv ctr,HTR5A ag ctr,Ecoli viability,PKA-R2B activ,AddAB inh,CDK5 inh,PKA-R1A act,phage Ecoli inh,Tat transport,SUMO Mot1 rescue,DAGLB inhibitor
COn1c(SC2CCCCC2)nc2ccccc2c1=O,24,3,-1.2,0,-1.2,-2.0,-9,2.9,-3,15,-5
CC(C)(CO)CNC(=O)CCc1nnc(C2(c3ccc(Cl)cc3)CCC2)o1,-4,2,0.6,10,-0.2,0.0,-10,2.9,-4,-1,-1
COc1cc2c(cc1NC(=O)C(C)NCc1ccccc1)oc1ccccc12 (stereo unspecified),14,2,0.5,-15,4.3,-1.1,-13,1.9,-5,200,-9

# (next part)
SMILES,HTR5A inv ctr,HTR5A ag ctr,Ecoli viability,PKA-R2B activ,AddAB inh,CDK5 inh,PKA-R1A act,phage Ecoli inh,Tat transport,SUMO Mot1 rescue,DAGLB inhibitor
CC1=NOC(=O)/C1=C\c1ccc(-c2ccc(Cl)c(C(=O)O)c2)o1,-1,1,x,-12,x,0.7,-16,3.4,0,x,3
COCCn1c(SCC(=O)NCc2ccccc2)nc2ccccc21,-8,3,0.4,5,2.0,0.1,1,3.1,-9,49,1
CCOc1ccc(CCNC(=O)COC(=O)/C=C/c2ccc(OC(F)F)c(OC)c2)cc1OCC,2,-2,1.1,7,-0.3,1.9,0,-0.1,-7,145,-2
COc1cccc(OCC(=O)N(C)Cc2nc(-c3ccccc3)no2)c1,7,-3,-0.2,-3,6.7,0.6,-5,-0.1,4,27,-3
O=C(C1=C(O)C(=O)N(c2ccccc2)C1c1ccc([N+](=O)[O-])cc1)c1cccs1 (stereo unspecified),5,-2,1.1,0,0.5,1.1,6,4.9,1,-4,12
COc1cccc(NC(=O)COC(=O)c2cccnc2)c1,-13,4,-1.9,10,2.6,0.0,4,5.1,6,45,-6
CCOC(=O)C1CCCN(C(=O)c2cc(S(=O)(=O)N3CCCCCC3)ccc2OC)C1 (stereo unspecified),-1,3,0.3,-2,4.4,1.4,0,2.1,-16,-9,-1
COc1ccc2nc3cc(Cl)ccc3c(Nc3ccc(O)c(CN4CCN(C)CC4)c3)c2c1,-5,1,x,-14,x,2.3,5,-0.5,1,x,9
CC(NC(=O)Cn1nc(C(=O)O)c2ccccc2c1=O)C12CC3CC(CC(C3)C1)C2 (stereo unspecified),-6,2,-1.0,-4,2.2,0.8,-10,1.4,-12,4,0
Cc1nc(Nc2c(Cl)cccc2Cl)sc1C(=O)Nc1ccccc1,0,2,-2.0,-7,1.9,0.3,-6,0.9,0,1,1
CCN(CC)CCNC(=O)c1ccc(NC(=O)c2cccc(S(=O)(=O)Nc3ccc(C)cc3)c2)cc1,18,-3,-3.3,0,-2.1,-0.2,-9,1.9,1,-3,1
CCCc1nnc(SCC(=O)Nc2ccc(Cl)cc2Cl)o1,-2,1,0.1,-4,2.6,-3.7,1,-0.5,29,-2,1
CCOC(=O)CSc1nc2cc(OCC)ccc2cc1C#N,-6,2,-2.9,5,-1.0,1.9,-7,0.8,-12,3,-5
CN1CCN(C(=O)Nc2cccc(-c3ccccc3)c2)CC1,-15,-2,2.8,-10,0.2,-0.8,6,1.8,-3,-2,-4
O=C(CNC(=O)c1ccc(-c2ccccc2)cc1)OCc1ccc(Br)cc1,11,-4,x,-3,x,1.7,-4,2.1,0,x,-9
COc1cc(-n2nnnc2SC)c(OC)cc1Cl,-22,0,2.5,-11,-0.3,2.5,-5,1.8,3,4,2
CC(Cc1ccccc1)N1C(=O)c2cccc([N+](=O)[O-])c2C1=O (stereo unspecified),-20,5,0.8,15,0.2,-0.1,-1,0.9,-3,5,-2
CC(C)N=C1SCC(C)(/C=N/O)S1 (stereo unspecified),-25,0,-0.2,-4,0.3,0.6,7,2.4,-1,267,-1
CC(C)Cn1cnc2c(=O)oc3ccccc3c21,-9,0,0.8,2,5.8,1.8,-15,0.5,0,3,-1
Cc1ccc(OCCSc2ncccn2)c(C)c1,-11,4,x,-5,x,0.4,12,1.0,1,-18,-10
Cc1sc2nc(CN3CCOCC3)nc(N3CCOCC3)c2c1C,-37,-6,-0.2,2,-0.3,0.8,-11,-1.3,-5,x,-1
O=C(CSc1nnc(-c2ccc(S(=O)(=O)N3CCCC3)cc2)o1)NCc1ccccc1,-7,2,-1.0,-6,0.9,0.1,-10,1.7,1,-2,0
C(=N\N(c1ccccc1)c1ccccc1)/c1ccc(N2CCOCC2)s1,1,-2,2.2,-5,3.8,-0.2,-3,0.3,0,-29,1
CC1CCc2cc(F)cc3c(=O)c(C(=O)O)cn1c23 (stereo unspecified),-10,2,100*,-1,100*,1.7,-20,100*,56*,-14&-3,0
COc1ccc(C(=O)NCc2cc(C(C)C)no2)cc1OC1CCN(C(C)C)CC1,19,0,-0.9,-5,1.4,0.5,-6,1.3,-6,11,-1
Cc1ccc(S(=O)(=O)N(C)c2cc(S(N)(=O)=O)c(C)cc2C)cc1,-12,-4,-0.8,-1,3.5,-0.1,-6,3.8,-5,-14,-1
CCOC(=O)C1=CN(Cc2ccccc2)CCC1=O,-7,2,x,-2,x,6.3,-9,-0.2,1,x,-3
CC1(C)C(=O)Nc2ccccc2N1C(=O)Cn1ncc(Cl)c(Cl)c1=O,-1,0,-2.4,9,-2.0,0.0,7,2.8,-2,117,0
CSc1n[nH]c(NC(C)=O)n1,19,-7,1.8,2,1.6,0.4,-7,6.3,-9,10,4
C=CCNC(=O)c1ccccc1NC(=O)c1ccccc1,-3,1,0.1,-10,1.5,-3.1,-3,3.1,-3,-13,2
O=[N+]([O-])c1cc(S(=O)(=O)NCCN2CCOCC2)ccc1Sc1nnnn1-c1ccccc1,9,4,-3.6,3,2.9,-1.3,2,1.2,-1,-26,-4
Cc1ccc(S(=O)(=O)c2n[nH]n3c2nc(=O)c2ccccc23)cc1,-5,-7,-0.3,-7,2.7,-1.6,-1,3.2,9,14,8
Cc1[nH]nc2c1C1(CCC(c3ccccc3)CC1)C(C#N)=C(N)O2 (stereo unspecified),5,-2,-0.7,-8,1.3,0.7,-8,1.6,-6,40,2
O=C(O)c1ccc2c(c1)C(=O)N(Cc1ccccc1)C2=O,-9,-2,-0.5,4,0.6,-4.2,-4,2.1,-2,-19,1
CS(=O)(=O)Cc1cc(Sc2ccccc2)nc(-c2ccncc2)n1,11,5,1.3,2,4.2,-2.8,0,3.4,13,14,-2
COc1ccccc1OCCNC(=O)c1cccc(S(=O)(=O)NCc2ccccc2)c1,-20,-4,0.7,-4,0.0,-0.1,0,0.0,-7,11,-6
CCCN1CCN(C(=O)Nc2ccc(C(=O)OCC)cc2)CC1,3,-1,-1.1,6,0.0,-0.2,2,2.8,-7,-8,-3
CCCCCC(=O)NN=C1CCN(Cc2ccccc2)CC1,-5,5,-0.5,0,3.3,0.5,-4,4.9,9,10,-2
COc1ccccc1NC(=O)C(C)OC(=O)CSCC(=O)Nc1ccc(C)cc1C (stereo unspecified),10,3,0.5,5,2.7,-1.0,3,-0.3,-7,6,-1
CCCCN(C(=O)CC1CCCC1)c1c(N)n(CCC)c(=O)[nH]c1=O,1,0,-2.0,1,0.6,-1.4,-3,-1.2,1,-18,-1
Cc1cc(C(F)(F)F)nc(CCNC(=O)C2CCC(=O)N(Cc3cccc(F)c3)C2)n1 (stereo unspecified),1,2,-0.1,8,4.7,-0.5,-12,-2.7,4,5,-1
COc1ccccc1C1CC(=O)NC(SCC(=O)Nc2ccccc2)=C1C#N (stereo unspecified),-9,3,0.9,6,1.2,-0.9,3,1.6,-4,x,-8
COc1ccc(OC)c(NC(=O)CSc2nc(N3CCOCC3)nc(N3CCOCC3)n2)c1,10,2,0.6,-3,2.1,-2.0,-3,2.8,-4,13,-4
